GPR151 activ = activators of human GPR151, primary screen, cell-based, PathHunter beta-arrestin, luminescence; G-protein coupled receptor 151 (Homo sapiens), Q8TDV0; PathHunter beta-arrestin GPR151 cells; activation, % at 11.2 µM; hit rate 1% among 650,000; in the data active means activation above about 4.9%;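 further: 0% = median of compound wells and 100% = cells with positive control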
Target sequence (Q8TDV0 whole entry, looked up): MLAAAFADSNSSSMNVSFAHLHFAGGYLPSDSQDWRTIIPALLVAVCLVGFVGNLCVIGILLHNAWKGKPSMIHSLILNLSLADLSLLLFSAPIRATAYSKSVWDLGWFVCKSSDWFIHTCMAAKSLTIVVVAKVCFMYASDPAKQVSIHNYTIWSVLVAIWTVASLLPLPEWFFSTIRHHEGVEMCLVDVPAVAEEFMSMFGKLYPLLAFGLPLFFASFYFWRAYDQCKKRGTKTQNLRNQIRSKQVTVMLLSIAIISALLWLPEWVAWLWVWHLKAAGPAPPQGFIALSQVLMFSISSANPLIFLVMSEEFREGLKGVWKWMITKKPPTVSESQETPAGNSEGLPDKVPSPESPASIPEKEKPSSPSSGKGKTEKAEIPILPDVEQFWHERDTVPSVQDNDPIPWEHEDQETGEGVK
TEAD-YAP block = TEAD-YAP interaction inhibition, primary screen, TEAD-YAP interaction inhibitor project, luminescence, HEK-TIYL cells | hit rate 1.4% among 640,000 | TEAD-Gal4/YAP UAS-luciferase luminescence | inhibition, % at 9.12 µM; in the data active means inhibition above about 32%;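 further: 0% = median of test compound wells and 100% = reference inhibitor wells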
MITF primary = MITF inhibitors, primary screen, biochemical, AlphaScreen, human. AlphaScreen MITF homodimerization, bead proximity signal. Microphthalmia-associated transcription factor (Homo sapiens), O75030. inhibition, % at 2.6 µM. hit rate 0.91% among 650,000. AID 1259374, 2018; in the data active means inhibition above about 50%;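 further: 0% = vehicle wells with protein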
FBW7 activator = FBW7 E3 ligase activators, primary screen, biochemical, AlphaScreen, human. F-box/WD repeat-containing protein 7 (Homo sapiens), Q969H0. AlphaScreen FBW7–phospho-cyclin E peptide binding, activator screen. normalized activity (activation), % at 26.1 µM. hit rate 0.13% among 650,000. AID 1259310, 2017; in the data active means normalized activity above about 1.9%;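 further: purified mutant Fbw7 with reduced substrate affinity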
Target sequence (Q969H0 whole entry, looked up): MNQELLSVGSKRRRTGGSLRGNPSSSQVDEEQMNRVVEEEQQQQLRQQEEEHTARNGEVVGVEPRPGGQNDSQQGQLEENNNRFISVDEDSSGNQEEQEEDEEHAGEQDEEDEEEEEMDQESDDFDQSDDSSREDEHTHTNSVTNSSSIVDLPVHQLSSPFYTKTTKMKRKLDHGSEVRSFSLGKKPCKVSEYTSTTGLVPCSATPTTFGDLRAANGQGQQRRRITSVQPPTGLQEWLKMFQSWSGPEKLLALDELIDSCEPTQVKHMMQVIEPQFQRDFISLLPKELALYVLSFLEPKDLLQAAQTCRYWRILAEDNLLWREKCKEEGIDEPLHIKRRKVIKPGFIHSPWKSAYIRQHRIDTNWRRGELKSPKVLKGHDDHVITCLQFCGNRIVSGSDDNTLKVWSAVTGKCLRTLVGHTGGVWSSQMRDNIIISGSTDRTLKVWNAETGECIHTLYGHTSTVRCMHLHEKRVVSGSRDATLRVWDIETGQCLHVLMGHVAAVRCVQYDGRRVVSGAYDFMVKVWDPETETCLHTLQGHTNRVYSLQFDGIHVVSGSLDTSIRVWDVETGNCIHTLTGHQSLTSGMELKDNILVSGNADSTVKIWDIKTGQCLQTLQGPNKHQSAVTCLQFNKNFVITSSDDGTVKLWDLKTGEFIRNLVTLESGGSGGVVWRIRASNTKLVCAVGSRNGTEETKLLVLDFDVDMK
* marks the source's active call; other numbers are inactive results; & = joins results of further samples. Rows were taken by chance (roughly 3.4% active in at least one column).

SMILES	GPR151 activ	TEAD-YAP block	MITF primary	FBW7 activator
O=C(c1cccc(F)c1)N1CCN(S(=O)(=O)c2cc(Cl)ccc2Cl)CC1	2.3	-3	-2	0.2
CN(C)/C=C1/OC(=O)C(C#N)=C1c1ccc(Cl)cc1	0.5	-4	-10	0.0
COc1ccc(Nc2nc(Cl)nc(Cl)c2Cl)cc1	1.6	28	3	0.2
CCN1c2ncccc2C(=O)NC12CCN(Cc1ccc(C)o1)CC2	-0.9	-4	0	0.0
Cc1cc(-c2cn[nH]c2C2CCN(C(=O)C3CC3)CC2)on1	0.3	1	8	-0.1
CCOC(=O)CCCSc1nc(N)c2c3c(sc2n1)CCCC3	-0.3	88*	7	0.0
COc1ccc(N2CCN(C(=O)Cc3ccc(C)cc3)CC2)cc1	-0.3	10	12	1.3
Cc1ccc(-n2ncc3c(N4CCC(C(N)=O)CC4)ncnc32)c(C)c1	0.0	-32	-5	0.1
CC(Oc1cccc(Cl)c1)C(=O)Nc1nccs1 (stereo not drawn)	6.0*	0	0	0.0
CC(C)(C)c1ccc(OCC(O)CN2CCCCC2)cc1 (stereo not drawn)	0.3	4	15	0.7
CCN(CC)CCCNC(=O)c1nn2c(c1Cl)NC(c1cccs1)CC2C(F)(F)F (stereo not drawn)	-0.9	-4	-3	0.6
O=C(Nc1ccc(Cl)cc1)c1ccncc1	0.8	-22	-10	0.1
COc1ccc(S(=O)(=O)N(CCO)CCO)cc1C(=O)O	-1.2	-3	14	0.0
CN(C(=O)C1CCOCC1)C(Cc1ccccc1)C1CCN(C(=O)c2ccccc2)CC1 (stereo not drawn)	-0.9	-6	16	0.2
O=C(CNC1CCCCCC1)Nc1ccc2c(c1)OCO2	0.4	-17	20	0.0
CC(=O)c1ccc(N2CCN(S(=O)(=O)c3ccc4c(c3)C(C)(C)C(=O)N4C)CC2)cc1	-0.3	-10	8	0.1
COC(=O)CNS(=O)(=O)c1ccc(C)cc1	-0.3	14	5	0.0
COC(=O)c1ccc(NS(=O)(=O)c2ccc(NC(C)=O)cc2)cc1	1.0	4	18	0.0
OCCNc1nc(Cl)nc2c1ncn2-c1ccccc1	-1.6	10	-9	-0.1
CN1CCN(c2nc3c(c(=O)n(C)c(=O)n3C)n2Cc2ccccc2F)CC1	0.8	4	7	-0.1
CC1CCN(S(=O)(=O)c2ccc(F)c(C(=O)Nc3ccc(Cl)cc3Cl)c2)CC1	-1.2	0	1	-0.1
C/C(N)=C(/C#N)C(=O)COC(=O)C1CSC2(C)CCC(=O)N12 (stereo not drawn)	-0.2	3	-4	-0.1
Cc1nnc(SCC(=O)Nc2ccc(I)cc2C)s1	4.3	7	11	0.1
COc1ccc(CC(=O)Nc2ccc(-c3ccn[nH]3)cc2)cc1	0.7	-3	2	0.1
CN(C)c1nc2ccccc2n1N	2.5	9	-9	0.3
COC(=O)c1ccc(C2C(C#N)=C(N)OC3=C2C(=O)CCC3)cc1 (stereo not drawn)	0.8	3	10	0.0
COc1ccc(CNC(=O)CC2C(=O)NCCN2Cc2cccc(F)c2F)cc1OC (stereo not drawn)	-0.5	10	7	-0.1
COc1ccc(OC)c(-n2c(CNC(=O)c3cccs3)nnc2SCC(=O)Nc2cccc(C)c2)c1	-0.3	11	62*	0.0
Cc1cc(-c2cncnc2C2CCCN(C(=O)c3ccc(Cn4cccn4)o3)C2)on1 (stereo not drawn)	-0.9	-7	-11	0.0
COc1ccc(Cl)cc1C(=O)Nc1ccccn1	0.2	-6	-8	0.3
CCCn1c(N)c(NC(CC)CC)c(=O)[nH]c1=O	-1.1	5	8	0.1
COc1ccc(Cl)cc1C(=O)NCCNC(C)=O	-0.4	3	-11	-0.1
Cc1cc(C)nc(N2CCC(CNS(=O)(=O)c3cccc4ccccc34)CC2)n1	-0.1	-8	1	0.2
CC1=C(C(=O)Nc2ccccn2)C(c2ccc(OCc3ccccc3)cc2)n2ncnc2N1 (stereo not drawn)	0.1	-13	34	0.0
COC(=O)[C@@H](C)NC1CCN(c2nc(C)c3cc(OC)ccc3n2)CC1	0.6	-9	0	0.0
C=CCOc1ccc(C(=O)Nc2ncn[nH]2)cc1	0.0	-1	-6	-0.1
Cc1ccc(N2CC(C(=O)N3CCCCCC3)CC2=O)cc1 (stereo not drawn)	4.9*	-10	-1	0.0
CCCOc1cccc(C2c3c(-c4ccccc4O)n[nH]c3C(=O)N2CCCOC)c1 (stereo not drawn)	0.4	23	3	-0.1
CCOC(=O)c1sc(NC(=O)c2ccc(S(=O)(=O)N3CC(C)CC(C)C3)cc2)nc1-c1ccccc1 (stereo not drawn)	-0.9	5	8	-0.1
O=C(c1cc2c(s1)-c1ccccc1S(=O)(=O)C2)N1CCCCC1	-1.3	-14	21	1.2

Rewritten with bars between the fields: part of the list above.
SMILES | GPR151 activ | TEAD-YAP block | MITF primary | FBW7 activator
O=C(c1cccc(F)c1)N1CCN(S(=O)(=O)c2cc(Cl)ccc2Cl)CC1 | 2.3 | -3 | -2 | 0.2
CN(C)/C=C1/OC(=O)C(C#N)=C1c1ccc(Cl)cc1 | 0.5 | -4 | -10 | 0.0
COc1ccc(Nc2nc(Cl)nc(Cl)c2Cl)cc1 | 1.6 | 28 | 3 | 0.2
CCN1c2ncccc2C(=O)NC12CCN(Cc1ccc(C)o1)CC2 | -0.9 | -4 | 0 | 0.0
Cc1cc(-c2cn[nH]c2C2CCN(C(=O)C3CC3)CC2)on1 | 0.3 | 1 | 8 | -0.1
CCOC(=O)CCCSc1nc(N)c2c3c(sc2n1)CCCC3 | -0.3 | 88* | 7 | 0.0
COc1ccc(N2CCN(C(=O)Cc3ccc(C)cc3)CC2)cc1 | -0.3 | 10 | 12 | 1.3
Cc1ccc(-n2ncc3c(N4CCC(C(N)=O)CC4)ncnc32)c(C)c1 | 0.0 | -32 | -5 | 0.1
CC(Oc1cccc(Cl)c1)C(=O)Nc1nccs1 (stereo not drawn) | 6.0* | 0 | 0 | 0.0
CC(C)(C)c1ccc(OCC(O)CN2CCCCC2)cc1 (stereo not drawn) | 0.3 | 4 | 15 | 0.7
CCN(CC)CCCNC(=O)c1nn2c(c1Cl)NC(c1cccs1)CC2C(F)(F)F (stereo not drawn) | -0.9 | -4 | -3 | 0.6
O=C(Nc1ccc(Cl)cc1)c1ccncc1 | 0.8 | -22 | -10 | 0.1
COc1ccc(S(=O)(=O)N(CCO)CCO)cc1C(=O)O | -1.2 | -3 | 14 | 0.0

Other entries:
SMILES	GPR151 activ	TEAD-YAP block	MITF primary	FBW7 activator
CC1=NN(c2ccccc2)C(=O)/C1=C\c1ccccc1F	-0.6	7	16	-0.1
Cc1ccc(Cl)cc1NC(=O)CCS(=O)(=O)c1ccc2c(c1)SCC(=O)N2	0.3	11	-2	-0.1
O=C(/C=C/c1ccccc1)c1cccs1	-0.9	-33	-7	0.1
O=C(Cc1c(F)cccc1Cl)Nc1ccc(C(=O)N2CCCC2)cc1	-5.7	-33	0	-0.5
COc1cc2c(cc1C1NC(=S)NC(C)=C1C(N)=O)CCCC2 (stereo not drawn)	-1.3	-6	12	0.9
O=C(O)c1cc2n(n1)C(C(F)(F)F)CC(c1ccc(F)cc1)N2 (stereo not drawn)	0.8	12	17	0.0
CCOC(=O)c1c(C)c(C(=O)NCc2ccco2)c(C)n1Cc1ccccc1	-1.1	12	1	-0.3
C=CCN1CCN(C(=O)NCC(=O)OCC)C(C(=O)NCc2ccccc2)C1 (stereo not drawn)	0.2	-4	15	0.1
C/C(=C\C(=O)c1cccnc1)Nc1ccc(Oc2ccccc2)cc1	0.9	0	18	0.0
Cc1nc(C)c(C(=O)NNC(=O)c2cccc([N+](=O)[O-])c2)s1	-0.8	-3	23	0.2
CC(=O)Oc1cccc(-c2nc3ccc(OC(C)=O)cc3c(=O)o2)c1	-7.7	13	-4	0.1
CCc1ccc(C(=O)COC(=O)CNC(=O)Cc2ccccc2)cc1	1.2	3	-25	0.2
Cc1ccc(N(CC(=O)N2CCN(c3cccc(Cl)c3)CC2)S(C)(=O)=O)c(C)c1	2.0	-6	10	0.0
COc1cc(CN2CCCCCC2)cc(OC)c1OC	-0.2	0	6	-0.1
CCN(C(=O)Cn1nnnc1N)C1(C(=O)Nc2c(C)cccc2C)CCCCC1	-0.7	-1	-1	-0.2
O=C(O)CCCN=CC1=C(O)CNC1=O	1.6	6	-5	-0.1
CC1CCN(C(=O)c2ccc(SCc3cccnc3)c([N+](=O)[O-])c2)CC1	-1.1	-3	24	0.0
CCOCCOC(=O)C1=C(C)NC2=C(C(=O)CC(C)(C)C2)C1c1ccc(O)c(OCC)c1 (stereo not drawn)	-0.1&1.2	-12&-8	1&6	0.1&0.0
Cc1cc(C)n(-c2ccc(C(=O)OC/C(O)=C(\C#N)c3nc4ccccc4[nH]3)cc2)n1	1.5	-4	-7	-0.1
COc1cccc(NC(=O)c2cc(Cl)ccc2[N+](=O)[O-])c1	-0.8	1	9	0.1
Cc1ccc(CN2CCN3C(=O)[C@H](COCc4ccccc4)NC(=O)[C@H]3C2)cc1	0.6	1	-1	0.0
CC(=O)O/N=C(\C)c1c(OC(C)=O)ccc2c(C)cc(=O)oc12	0.7	3	8	0.0
COC(=O)c1cccc(NC(=O)COc2ccc(Cl)cc2Cl)c1	-2.0	-22	7	-0.2
CC(=O)OC(OC(C)=O)C12C=CC(O1)C1C(=O)N(c3cc(C(F)(F)F)ccc3Cl)C(=O)C12 (stereo not drawn)	0.0	-2	10	0.0
CCSc1nnc(NC(=O)CSc2ccccc2)s1	2.7	-3	-20	0.4
O=C1CCc2ccc(OCCCCN3CCN(c4cccc(Cl)c4Cl)CC3)cc2N1	-2.2&1.3&0.4	3&0	-2&2&-4	0.2&0.0&0.0
CC(C)OC(=O)CN1CCN(S(=O)(=O)c2cc(Cl)ccc2Cl)CC1	0.5	-11	-9	-0.2
CCCCN1C(=O)C2C(C(=O)Nc3ccc(Br)cc3)C3C=CC2(O3)C1C(=O)NC1CCCCC1 (stereo not drawn)	0.3	-2	10	0.3
CC(NC(=O)c1cc(-c2ccccc2O)on1)c1ccccc1 (stereo not drawn)	-0.3	-4	11	0.2
O=C(NCc1ccccc1)C(c1ccncc1)N(C(=O)c1csnn1)c1cccc(F)c1 (stereo not drawn)	-0.9	9	25	0.1
COc1ccccc1NC(=O)c1ccc(OCC(=O)O)cc1	-2.4	7	12	0.2
Cc1cccc(/C=N/NC(=O)Cc2cccs2)c1	-1.1	-45	-13	-0.1
COc1cc(N2CCCCC2)ccc1/C=C1/NC(=O)N(Cc2ccccc2F)C1=O	-0.6	-8	11	0.1
CCc1ccc(CN2CCc3nnc(CCNC(=O)C4CCCO4)n3CC2)o1 (stereo not drawn)	0.3	-11	-6	-0.1
COc1ccc(-c2cc(C(F)(F)F)n3ncc(C(=O)NCc4cccnc4)c3n2)cc1OC	-0.1	-29	-3	-0.2
CN(C)C(=O)CCCN(C)S(=O)(=O)c1ccc2c(c1)C(=O)c1ccccc1C2=O	-1.8	-15	11	0.0
CCCC(CNC(=O)CSc1nnnn1C)c1ccc(Cl)cc1Cl (stereo not drawn)	-2.1	-2	-1	-0.1
CCN(CC)c1ccc(Cc2ccc(N(CC)CC)cc2)cc1	-1.5	11	25	0.2
Cc1ccc(F)c(CN2CCN3C(=O)[C@@H](C)NC(=O)[C@H]3C2)c1	-0.5	7	3	-0.3
CCC(=O)C1=C(c2ccc(Br)cc2)N(C(=O)CC)n2c(C)nnc2S1	-2.4	10	19	-0.2
Nc1ncnc(Oc2cccc3cccnc23)c1[N+](=O)[O-]	2.1	-1	5	-0.3
CCN1CCN(C(=O)c2cc(-c3ccc(C)s3)nc3ccccc23)CC1	0.6	-8	-8	0.1
Cc1cccc(NC(=O)Nc2cnn(-c3cccc(C(=O)NC4CCC(O)CC4)c3)c2)c1 (stereo not drawn)	-1.0	-5	-8	-0.1
O=S(=O)(NCC(c1ccccc1)N1CCNCC1)c1ccccc1 (stereo not drawn)	2.5	-1	-3	0.1
COCc1ccc(CNc2nc(C)c(-c3ccn(CCO)n3)s2)o1	0.0	6	16	0.0
COc1cc(C2Nc3ccccc3C(=O)N2c2ccc(Cl)cc2)cc(OC)c1OC (stereo not drawn)	-2.2	-92	-16	-0.1
CCC(=O)c1[nH]c(C)c(C(=O)CC)c1C	0.8	-21	15	0.8
CC(C)CNC(=O)c1ccccc1NC(=O)c1ccc(Br)cc1	1.0	1	9	0.5
CCOc1ccc(/C=C2\C(=O)N(CCCOC)C(C)=C2C(=O)OC)cc1	1.2	3	-3	-0.3
O=C(COc1cccc(Br)c1)NNC(=O)C1CCC1	-0.2	7	1	0.1
Cc1noc(NS(=O)(=O)c2ccc(NC3OC(=O)c4ccccc43)cc2)c1C (stereo not drawn)	-0.7	-4	6	-0.1
O=C(NCC1CCC2(CCN(Cc3cccc(-c4ccco4)c3)CC2)O1)c1ccccc1 (stereo not drawn)	-0.2	-7	-1	-0.1
O=C(Oc1coc(CSc2ncccn2)cc1=O)c1cccc2ccccc12	0.2	-1	0	-0.1
CCOC(=O)C1C(=O)C=C(c2ccc(F)cc2)CC1c1ccco1 (stereo not drawn)	-0.1	-8	11	0.0
N#CC1=C(N)N(c2ccccc2)S(=O)(=O)c2cc([N+](=O)[O-])ccc21	-1.3	56*	14	0.0
CCc1cc2c(-c3ccccc3)cc(=O)oc2cc1OCC(N)=O	1.1	5	4	-0.2
CCCC(=O)Nc1cc(OC)c(Cl)cc1OC	1.8	8	10	0.0

Screens from PubChem BioAssay.
